# MBNL1-CUG inh: inhibitors of human MBNL1 binding to CUG repeat RNA. 280,000 compounds, 0.036% hits. Potency, µM (titrated, usually from 57.5 µM), for inactives: top-dose activity change, negative = inhibition, usual class: inhibitors. TR-FRET MBNL1-His/biotin-(CUG)12 binding, 665/545 ratio. Q9NR56; active = well fitted inhibition curve with a large enough effect in the signal ratio, with a control signal flat, not every such curve was filed as active; inconclusive = small, poorly fitted or top-dose-only effect, or effect the other way, or a change in a side signal; inactive = no such curve, though single readings can be large or run the other way; the % refers to the signal ratio; note: potency is the fitted concentration of half-maximal effect; % is set by controls: 0 for no effect and ±100 for the full control effect
# Target sequence (Q9NR56 whole entry, looked up): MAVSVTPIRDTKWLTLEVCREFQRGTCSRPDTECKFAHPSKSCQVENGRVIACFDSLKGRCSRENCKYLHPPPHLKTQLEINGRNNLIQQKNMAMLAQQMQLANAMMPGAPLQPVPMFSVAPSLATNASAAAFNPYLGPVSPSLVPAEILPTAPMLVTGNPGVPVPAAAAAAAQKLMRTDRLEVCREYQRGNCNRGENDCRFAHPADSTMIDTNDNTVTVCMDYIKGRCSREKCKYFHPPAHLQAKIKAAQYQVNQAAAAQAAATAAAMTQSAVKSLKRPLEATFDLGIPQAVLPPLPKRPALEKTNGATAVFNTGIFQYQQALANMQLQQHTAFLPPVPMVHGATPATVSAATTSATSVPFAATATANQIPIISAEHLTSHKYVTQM
#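 TR-FRET readout: Ex 340 nm, 665/545 nm emission ratio, normalized to buffer-only (basal) and MBNL1-(CUG)12 controls. Complex of MBNL1-His with Biotin-(CUG)12, compounds 92 nM–58 uM, incubated 60 min at room temperature.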
# Menin MLL FP TR: displaces Texas Red mutant MLL peptide from human menin. Potency, µM (series often up to 61.6 µM), for the others: at the top dose FP activity change, negative = inhibition, usual class: inhibitors. 270,000 compounds, 0.23% hits. AID 1768. Menin + Texas Red MLL mutant peptide, fluorescence polarization. O00255; active = well fitted inhibition curve with a large enough effect in the polarisation, with a control signal flat, not every such curve was filed as active; inconclusive = small, poorly fitted or top-dose-only effect, or effect the other way, or a change in a side signal; inactive = no such curve, though single readings can be large or run the other way; the % refers to the polarisation; note: potency is the fitted concentration of half-maximal effect; % of control where 0% means no effect; many of its hits are not listed in these tables
# PKM2 activator: PKM2 (human) enzyme activation. P14618. purified PKM2, Kinase-Glo ATP luminescence, activation; response scale: 0% is enzyme alone, no compound. Potency, µM (doses to about 57.5 µM), for inactives: at the highest dose activation, hits mostly activators. 260,000 compounds, 0.34% hits; note: potency is the fitted concentration of half-maximal effect; % is set by controls: 0 for no effect and ±100 for the full control effect; nearly all actives have a fitted effect of over 55% in size
#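 Kinase-Glo luminescence reports ATP generated from ADP (0.1 mM) and PEP (0.5 mM) by purified hPK-M2 after 1 h at room temperature, pH 7.2 imidazole buffer; intermediate enzyme activity allows detecting inhibitors and activators.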
# Mito fusion act: blocks mitochondrial division or promotes mitochondrial fusion | S. cerevisiae fusion-defective mutant growth rescue, CellTiterGlo 48 h | Potency, µM (doses to about 46.1 µM), for inactives: at the top dose growth rescue (activation), hits mostly activators | 320,000 compounds, 0.23% hits | AID 485298;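 note: potency is the fitted concentration of half-maximal effect; % of control where 0% means no effect; nearly all actives have a fitted effect of over 45% in size; temperature-sensitive fusion mutants such as fzo1-1 at 37 °C on non-fermentable ethanol glycerol medium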
#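 Yeast fusion mutant, YPEG (non-fermentable carbon), compound, 48 h at 37C non-permissive; CellTiterGlo added, 10 min RT, luminescence read. Rescued growth = division inhibition.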
# GALK inhibitor: blocks human galactokinase activity. 270,000 compounds, 0.007% hits. P51570. Purified GALK, Kinase-Glo residual ATP luminescence. AID 1868. Potency, µM (titrated, usually from 57.5 µM), inactives show top-dose activity change, negative = inhibition, most hits filed as inhibitors; note: potency is the fitted concentration of half-maximal effect; % is set by controls: 0 for no effect and ±100 for the full control effect
#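 Kinase-Glo Plus luminescence measured ATP left after a 1 h room-temperature reaction. The reaction used 5 nM GALK, 100 uM galactose and 35 uM ATP at pH 8.0 (20 mM HEPES, 5 mM MgCl2, 60 mM NaCl, 1 mM DTT, 0.01% BSA).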
# Chronic BCR inh: blocks chronic active B-cell receptor signaling. ABC-DLBCL IkBa-CBG/CBR reporter, luminescence ratio, 4 h. Potency, µM (highest dose often 46.1 µM), without a hit: at the top dose ratio change, negative = lower green/red ratio, actives largely listed as inhibitors. 340,000 compounds, 0.05% hits; active = well fitted inhibition curve with a large enough effect in the signal ratio, with a control signal flat, not every such curve was filed as active; inconclusive = small, poorly fitted or top-dose-only effect, or effect the other way, or a change in a side signal; the % refers to the signal ratio;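 note: potency is the fitted concentration of half-maximal effect; plate controls were basal doxycycline-induced cells for no effect and cells given 10 µM MG132 for full effect; MG132 reads +100%, hits lower the ratio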
#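 TMD8 ABC-DLBCL cells carrying doxycycline-inducible green luciferase fused to IkappaBalpha plus unfused red luciferase were exposed to compounds (up to 46 uM) for 4 hrs at 37C. Activity came from the overlap-corrected green/red luminescence ratio.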
# TSHR antag: human thyrotropin receptor antagonism | TSHR-expressing cells, TSH-stimulated cAMP HTRF, 2 h; hits give low values | 330,000 compounds, 0.2% hits | activity change, negative = inhibition, % at 11.5 µM | AID 504810 | P16473;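 active = activity change below a set negative limit, meaning inhibition stronger than a set level, cut at about -70% in these data; inconclusive = activity change between two set negative limits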; note: % is set by controls: 0 for no effect and ±100 for the full control effect
#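 TSHR-expressing cells were treated with compounds, then stimulated with TSH at EC80 (4nM final) for 2 hours at 37 deg C. Cellular cAMP was measured by HTRF competition between lysate cAMP and cAMP-d2 for a cryptate-labelled anti-cAMP antibody.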
# KCNH2 WT inh: inhibitors of human wildtype KCNH2 potassium channel. Q12809. U2OS, BacMam KCNH2, thallium flux FluxOr; hits give low values. activity change, % at 1.84 µM. 340,000 compounds, 0.37% hits;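 active = maximum activity change below -70%; inconclusive = maximum activity change between -70% and -50%; inactive = maximum activity change above -50%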; note: % is set by controls: 0 for no effect and ±100 for the full control effect
#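 U2OS cells were transduced with wild-type KCNH2 virus (2.03 x 10^8 / mL) for 4 h at room temperature, then cultured overnight at 37 C. Thallium flux was read with FluxOr dye. Rate constants were normalized to DMSO controls.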
# ASM inhibitor: human S-ASM enzyme inhibition; Potency, µM (highest dose often 57.5 µM), without a hit: top-dose activity change, negative = inhibition, most hits filed as inhibitors; placental ASM, HMU-PC fluorogenic substrate, 60 min; AID 504937; 340,000 compounds, 0.006% hits; note: potency is the fitted concentration of half-maximal effect
#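 Human placenta-derived ASM preincubated with compound 10 min at room temperature, then reacted with 9 uM (final) fluorogenic HMU-PC substrate for 60 min at 37 C. Stop solution raises pH to 10; fluorescence read at Ex 386/Em 447 nm.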
# Eya2 phos inh: blocks the phosphatase activity of human Eya2 | O00167 | recombinant Eya2, OMFP fluorescence dephosphorylation (OMFP is methylfluorescein phosphate) | Potency, µM (titrated, usually from 76.9 µM), without a hit: top-dose activity, negative = inhibition, usual class: inhibitors | 330,000 compounds, 0.006% hits; note: potency is the fitted concentration of half-maximal effect; % is set by controls: 0 for no effect and ±100 for the full control effect
#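 Eya2 (0.2 uM) preincubated 10 min at ambient with compound, then OMFP substrate added at 50 uM; 10 min reaction in 50 mM HEPES pH 7.5, 50 mM NaCl, 5 uM MgCl2, 0.05% BSA, 1 mM DTT. Fluorescence read at Ex 485/Em 525 nm.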
# USP2a block: USP2a (human) protease inhibition; O75604; USP2 core, Ub-CHOP2 coupled fluorogenic reporter, 485/531; Potency, µM (highest dose often 38.3 µM), inactives show at the highest dose activity change, negative = inhibition, most hits filed as inhibitors; 330,000 compounds, 0.01% hits; AID 463254;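 note: potency is the fitted concentration of half-maximal effect; plate controls were DMSO wells for no effect and full inhibition by NEM control for full effect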
# Target sequence (O75604 whole entry, looked up): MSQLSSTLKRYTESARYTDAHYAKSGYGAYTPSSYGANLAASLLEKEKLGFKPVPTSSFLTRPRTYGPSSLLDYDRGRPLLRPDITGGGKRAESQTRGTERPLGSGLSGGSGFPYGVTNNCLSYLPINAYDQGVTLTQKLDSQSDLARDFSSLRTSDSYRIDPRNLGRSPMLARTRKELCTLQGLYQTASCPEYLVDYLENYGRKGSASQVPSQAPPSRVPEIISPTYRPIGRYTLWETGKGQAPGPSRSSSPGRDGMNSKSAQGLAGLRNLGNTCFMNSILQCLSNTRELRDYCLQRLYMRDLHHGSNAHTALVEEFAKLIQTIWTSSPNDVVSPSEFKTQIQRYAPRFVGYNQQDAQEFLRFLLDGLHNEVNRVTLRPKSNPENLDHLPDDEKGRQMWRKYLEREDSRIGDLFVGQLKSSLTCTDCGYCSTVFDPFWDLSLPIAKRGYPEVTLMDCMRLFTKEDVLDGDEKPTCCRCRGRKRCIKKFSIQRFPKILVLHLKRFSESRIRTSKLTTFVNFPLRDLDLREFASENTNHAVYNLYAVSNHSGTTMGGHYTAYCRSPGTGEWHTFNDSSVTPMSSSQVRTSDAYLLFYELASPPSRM
#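 Cell-free coupled assay: 10nM USP2 core preincubated 30min RT with compound in Tris-HCl pH 8.0/CaCl2/CHAPS buffer, then 25nM Ub-CHOP2 and 25nM reporter substrate; fluorescence (Ex 485/Em 531) read after 60min RT, normalized to NEM inhibition, concentration-response curves fitted.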
# Starred values were filed as active, the others as inactive; ? = inconclusive; nt = not tested or not shown; [ ] = dose if it differs, or a comment. Unless noted, calls come from the whole dose curve; as a rule, active = well fitted curve in the direction sought with a large enough effect; inconclusive = small, poorly fitted or top-dose-only effect, or another doubt; inactive = no such curve, though single readings can be large; an effect the other way counts as inactive or inconclusive. This is a subset; rates above refer to the full screens.
SMILES,MBNL1-CUG inh,Menin MLL FP TR,PKM2 activator,Mito fusion act,GALK inhibitor,Chronic BCR inh,TSHR antag,KCNH2 WT inh,ASM inhibitor,Eya2 phos inh,USP2a block
COc1ccccc1CNC(=O)N1CCN(c2ccccc2Cl)CC1,-0.3%,21.8%,1.2%,0.7%,-0.8%,-3.6%,0.2,-4.5,1.6%,6.2%,1.1%
COCCSc1nnc(NC(=O)c2cc(OC)c(OC)cc2[N+](=O)[O-])s1,?,4.9%,1.1%,-1.7%,-2.5%,-1.3%,3.3,nt,-0.3%,-1.2%,4.6%
O=C(COC(=O)CCc1nc2ccccc2s1)Nc1nc(-c2ccccc2)cs1,nt,-4.8%,6.7%,1.3%,-0.5%,-0.7%,-0.2,12.8,-16.6%,-6.4%,-0.9%
CCOC(=O)c1ccc(NC(=O)Nc2ccn(C)n2)cc1,0.6%,-28.3%,-2.4%,3.3%,1.0%,-4.3%,-3.5,7.6,-2.3%,-1.1%,2.7%
CC#CCN(CC#CC)S(=O)(=O)c1ccc(S(=O)(=O)N2CCOCC2)cc1,6.7%,0.4%,0.6%,-6.4%,8.4%,-0.5%,7.0,-6.1,1.1%,-10.5%,0.7%
COC(=O)c1c(C)oc(C)c1S(=O)(=O)NCc1ccc(OC)cc1,7.7%,nt,-5.7%,-3.2%,nt,-0.5%,2.6,-0.2,3.6%,2.6%,1.2%
Cc1ccc(S(=O)(=O)N2CCC(C(=O)NC3CC(C)(C)NC(C)(C)C3)CC2)cc1,1.6%,nt,-6.3%,0.7%,-4.4%,2.6%,0.3,1.2,1.1%,3.5%,1.4%
CCOc1ccc(NC(=S)N(CCCN2CCCC2)Cc2cccn2Cc2ccc(Cl)cc2)cc1,-4.2%,?,2.4%,1.4%,-0.1%,?,5.7,1.0,4.0%,0.6%,0.2%
Cn1c(COc2ccc(Cl)cc2)nnc1SCC(=O)NC1CCCC1,-2.9%,nt,nt,2.6%,8.0%,-0.4%,-5.6,0.9,5.9%,-11.4%,-0.5%
Fc1ccc2[nH]c3c(Cl)ncnc3c2c1,-7.0%,1.7%,0.2%,-19.1%,2.7%,17.5%,-5.2,-17.2,81.9%[activator],3.5%,3.2%
CCCc1nnc(SCC(=O)O)n1/N=C/c1ccc2c(c1)OCO2,3.7%,21.4%,-10.5%,-0.7%,3.1%,7.5%,12.0,4.5,-1.0%,14.0%,1.6%
Cc1cc(-c2ccccc2)nc(N2CCC(C(=O)NC34CC5CC(CC(C5)C3)C4)CC2)n1,-9.7%,0.3%,-4.5%,-1.2%,0.2%,-1.8%,15.5,3.7,17.4%,-34.6%,3.3%
O=C(Nc1ccc(N2CCOCC2)c(S(=O)(=O)Nc2cc(Cl)ccc2Cl)c1)c1cccnc1,0.9%,nt,4.6%,13.4%,-2.8%,24.8%,-10.8,4.4,-6.7%,3.6%,-2.8%
CN(c1ccccc1)S(=O)(=O)c1cccc(NC(=O)CSc2ncn[nH]2)c1,3.0%,14.4%,1.1%,-5.4%,-0.1%,6.0%,-9.8,22.9,3.0%,-1.0%,2.8%
CC(=O)c1ccc(N2CCN(C(=O)c3ccc4[nH]c(C)c(C)c4c3)CC2)cc1,nt,nt,nt,nt,nt,-7.0%,nt,-12.1,-13.4%,-13.1%,-1.2%
Cc1cc(SCC(=O)Nc2ccccc2)nc(C)n1,2.3%,-15.1%,20.6%,1.2%,9.6%,-0.5%,21.5,-19.6,2.8%,15.8%,?
COc1ccc2c(c1)-c1nc(/N=C/c3ccc(O)cc3)sc1CC2,-4.3%,1.0%,1.1%,19.5%,nt,-0.5%,7.9,22.0,6.2%,3.7%,2.2%
CCC(=O)N(CC)Cc1cc(=O)[nH]c2ccccc12,5.4%[11.5 µM],-3.4%,1.1%,-19.8%,nt,-2.0%,-2.6,16.6,1.7%,1.3%,3.3%
CCN1CCN(C(c2ccc(OC)cc2)c2nnnn2Cc2ccc3c(c2)OCO3)CC1 (stereo not drawn),4.3%,-6.6%,4.8%,-0.1%,0.2%,4.5%,-2.8,nt,-0.1%,-10.4%,0.2%
Cc1cccc(N(C(=O)CCC(=O)Nc2cccnc2)C(C(=O)NC2CCCC2)c2ccncc2)c1 (stereo not drawn),?,-11.5%,-19.1%,1.8%,0.6%,14.6%,28.3,5.7,-0.2%,2.8%,0.2%
Cc1ccc(S(=O)(=O)N2CCC(=O)N(C(CO)Cc3ccccc3)CC2)cc1 (stereo not drawn),18.7%,-1.8%,-0.5%,0.3%,nt,0.8%,-3.0,-8.8,2.4%,5.4%,-0.1%
COc1ccc(C(=O)c2coc3ccc(OC(C)=O)cc23)cc1,0.0%,16.2%,nt,-1.0%,nt,?,-8.1,-3.3,1.0%,-19.0%,0.3%
COc1ccc(OC)c(S(=O)(=O)N2CCNCC2)c1,-1.1%,nt,1.3%,-0.3%,-3.3%,?,10.5,15.0,4.4%,-8.3%,7.8%
O=C(/C=C/c1ccccc1[N+](=O)[O-])NCc1ccncc1,?,14.2%,-1.0%,2.7%,8.4%,9.0%,4.6,nt,-0.2%,5.0%,1.5%
CC1CCN(CC(=O)Nc2ccc(S(=O)(=O)NC3CC3)cc2)CC1,-2.2%,nt,?,2.1%,-0.7%,?,8.8,-8.2,1.5%,-15.9%,4.4%
CN(C)S(=O)(=O)c1cccc(NC(=O)COC(=O)C2(c3ccccc3F)CCCC2)c1,1.2%,12.9%,9.8%,12.1%,-3.7%,-5.3%,-37.6,0.5,-5.2%,-6.9%,-7.2%
O=C(O)c1ccnc(SCC(=O)c2ccccc2)c1,1.2%[11.5 µM],-2.3%,-14.2%,-1.2%,nt,3.4%,2.8,-0.8,0.3%,-2.8%,0.8%
COC(=O)C(C)Sc1nc2c(cnn2-c2ccc(F)cc2)c(=O)[nH]1 (stereo not drawn),-5.3%,-15.4%,nt,-3.0%,-0.6%,5.4%,-11.5,-6.9,-0.4%,?,2.9%
CCN(CC)C(=O)c1sc(NC(=O)c2ccc3c(c2)OCO3)c(C#N)c1C,-1.2%,-1.2%,2.2%,-2.0%,0.6%,?,-14.5,-10.4,0.4%,25.2%,1.4%
CCn1c(SCC(=O)NCc2ccccc2)nc2c(c1=O)SC(C)C2 (stereo not drawn),1.0%,-0.4%,-3.4%,1.0%,0.4%,6.4%,21.6,4.8,6.1%,-7.7%,-0.4%
COc1ccc(C(=O)N2CCOCC2)cc1S(=O)(=O)N1CCCc2ccccc21,-9.5%,-9.3%,-0.9%,-12.4%,-0.1%,-14.8%,-10.4,11.3,4.5%,0.7%,2.2%
CN(C)S(=O)(=O)N1CCC(Oc2cccc(C(=O)N3CCCCCCC3)c2)CC1,1.1%,-10.3%,0.8%,7.9%,6.0%,-1.2%,24.6,-8.5,-3.0%,-7.4%,-4.5%
Cc1ccc(C2=CC(=O)C[C@H](c3ccc4c(c3)OCO4)C2)cc1,nt,nt,nt,3.98µM*,nt,4.5%,23.3,-2.4,-8.1%,-17.0%,-15.7%
CCOC(=O)CSc1nc2ccccc2c(=O)n1CC,-6.7%,-5.5%,-5.5%,22.1%,-0.6%,4.8%,-3.4,-1.5,-2.7%,9.9%,-3.3%
CN(C)S(=O)(=O)N1CCC(CCCC2CCN(S(=O)(=O)N(C)C)CC2)CC1,0.9%,-9.9%,5.1%,-6.4%,0.6%,nt,nt,17.3,-3.4%,nt,nt
CCOc1ccc(NC(=O)COc2ccc(C(=O)NCc3cccc(OC)c3)cc2OC)cc1,nt,nt,nt,5.1%,nt,?,-19.5,12.4,1.7%,5.7%,-1.4%
O=C(NCCc1nc2ccccc2[nH]1)Nc1ccccc1,4.3%,9.8%,-1.0%,4.1%,0.2%,16.3%,-6.0,1.2,1.3%,13.3%[15.4 µM],1.7%
CCOc1ccc(CCNC(=O)Cn2cccc2C(=O)c2ccccc2)cc1OCC,24.4%,-11.9%,-1.4%,5.0%,4.9%,-2.9%,-14.5,-2.3,-3.3%,-4.1%,10.7%

# High-throughput results (PubChem BioAssay)
